MrgX1 antagonist = antagonists of human MrgX1 receptor. Q96LB2. MRGX1-HEK293 calcium flux, Fluo-4, BAM8-22 antagonism; active compounds read low. B-score at 10 µM. actives 1.3% (n = 310,000). AID 588676;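 active = calcium-response B-score plate-corrected more than 3 library SD below zero, starting fluorescence within 5 deviations, no agonist response on first addition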;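 note: peak minus trough fluorescence over baseline after final BAM8-22 challenge near maximal dose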
HDAC3 inh = blocks human histone deacetylase 3. O15379. actives 0.15% (n = 320,000). inhibition, % at 8.3 µM. AID 2718. recombinant HDAC3, fluorogenic peptide/trypsin coupled, fluorescence; in the data active = inhibition above about 26%, passing the limit was not always enough; inconclusive = no clear call, values can overlap the other calls
MrgX1 agonist = activates human MrgX1 receptor signaling; Q96LB2; actives 0.44% (n = 310,000); B-score at 10 µM; MrgX1-HEK293 cells, Fluo-4 calcium fluorescence, agonist mode; active compounds read high;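 active = calcium response B-score plate-corrected fluorescence ratio at least 3 library SD, with starting fluorescence B-score inside 5 SD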
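Material – MrgX1-expressing HEK293 cells · Input – 15,000 cells seeded per well · Dosing – compound as first of three additions · Times – overnight seeding, then 1 h dark dye loading · Measured by – kinetic Fluo-4 NW fluorescence of intracellular calcium · Read-out – B-scored fluorescence response ratio · Benchmarks – positive and negative control wells on each plate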
RGS4 pot = potentiators or activators of RGS4; actives 0.92% (n = 310,000); HEK293 M3R/inducible RGS4, carbachol calcium flux Fluo4; active compounds read low; B-score at 10 µM;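 active = B-score of the integrated calcium signal more than 4 SD below the library mean, with starting fluorescence not abnormally high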;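 note: negative B-score means reduced calcium response which marks RGS4 activation or potentiation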
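System – HEK293 FlpIn-TREx cells, stable M3R, doxycycline-inducible RGS4 · Reagent – ECmax carbachol challenge · Times – compound preincubation 20 min at room temperature before agonist · Technique – Fluo4 fluorescence kinetic imaging of calcium · Measure – B score of integrated Fluo4 ratio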
SKKanGAS inh = inhibitors of SKKanGAS S. pyogenes growth in kanamycin (SK-promoter or general growth effect) | actives 1.3% (n = 300,000) | inhibition, % at 7.5 µM | BacTiter-Glo, 6 h | AID 1662;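 active = mean replicate score, as percent of positive control median, at least 50; inconclusive = mean below 50 but one replicate at or above 50; inactive = mean and every replicate below 50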;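 note: strain carries kanamycin resistance gene driven by streptokinase promoter and grows in 40 µg/ml kanamycin; loss of luminescence reflects streptokinase promoter inhibition or plain growth inhibition; 0% = median of DMSO wells and 100% = positive control at its reference dose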
RGS4 inh = inhibitors of human RGS4. P49798. HEK293 M3R/RGS4 inducible, Fluo-4 calcium flux; active compounds read high; triggered by carbachol at its EC20. B-score at 10 µM. actives 0.45% (n = 310,000). AID 463165;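 active = B-score, a plate-corrected calcium signal, over three deviations above library mean, with baseline fluorescence within five deviations of library mean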;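 note: RGS4 expression induced by doxycycline in cells with stable M3 receptor; B-score is computed from the integrated fluorescence ratio over baseline after carbachol; higher B-score means a larger calcium signal and so more RGS4 inhibition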
Target sequence (P49798 whole entry, looked up): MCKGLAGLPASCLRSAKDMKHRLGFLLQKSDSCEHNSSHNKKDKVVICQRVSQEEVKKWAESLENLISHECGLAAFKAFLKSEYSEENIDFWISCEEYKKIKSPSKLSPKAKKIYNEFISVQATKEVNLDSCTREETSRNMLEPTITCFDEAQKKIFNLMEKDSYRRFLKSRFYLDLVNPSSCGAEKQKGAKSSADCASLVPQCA
MrgX1 PAM = human MrgX1 positive allosteric modulation, primary screen; AID 588675; Q96LB2; B-score at 10 µM; actives 0.63% (n = 310,000); MrgX1-HEK293, Fluo-4 calcium flux, FDSS; active compounds read high;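 active = plate-corrected calcium response at least 3 library SD above typical, normal starting fluorescence, not activating the receptor alone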;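 note: compound read alongside a low EC10 to EC30 dose of BAM8-22 agonist; peak minus trough fluorescence over baseline measured at the second addition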
TRPC6 inh = mouse TRPC6 channel inhibition; Q61143; HEK293-TRPC6, membrane potential dye, ACh-evoked depolarization; active compounds read low; B-score at 10 µM; actives 1.1% (n = 310,000); AID 2553;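 active = B-score under library mean minus 3 SD, initial fluorescence not abnormally high, positive integrated signal ratio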;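 note: B-score derived from integrated fluorescence ratio over the kinetic read; more negative B-score means stronger inhibition of depolarization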
TRPC6 activator = activators of mouse TRPC6 channel; AID 2550; B-score at 10 µM; actives 0.13% (n = 310,000); HEK293-TRPC6 membrane potential dye fluorescence; active compounds read high; Q61143;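 active = B-score of the integrated fluorescence ratio above library mean plus 3 SD, and starting fluorescence ratio within library mean plus 5 SD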;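 note: higher score means more depolarization so channel activation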
ANO1 block = mouse TMEM16A channel inhibition, primary screen; actives 1.2% (n = 310,000); HEK293 TMEM16A/YFP iodide influx fluorescence, ionomycin; normalized B-score (activity score, 25-100; higher = stronger inhibition) at 10 µM;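 active = ratio plate-corrected score three or more library SD toward inhibition, starting fluorescence score within five deviations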;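 note: score derived from kinetic fluorescence span divided by baseline fluorescence per well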
Target sequence (Q8BHY3 whole entry, looked up): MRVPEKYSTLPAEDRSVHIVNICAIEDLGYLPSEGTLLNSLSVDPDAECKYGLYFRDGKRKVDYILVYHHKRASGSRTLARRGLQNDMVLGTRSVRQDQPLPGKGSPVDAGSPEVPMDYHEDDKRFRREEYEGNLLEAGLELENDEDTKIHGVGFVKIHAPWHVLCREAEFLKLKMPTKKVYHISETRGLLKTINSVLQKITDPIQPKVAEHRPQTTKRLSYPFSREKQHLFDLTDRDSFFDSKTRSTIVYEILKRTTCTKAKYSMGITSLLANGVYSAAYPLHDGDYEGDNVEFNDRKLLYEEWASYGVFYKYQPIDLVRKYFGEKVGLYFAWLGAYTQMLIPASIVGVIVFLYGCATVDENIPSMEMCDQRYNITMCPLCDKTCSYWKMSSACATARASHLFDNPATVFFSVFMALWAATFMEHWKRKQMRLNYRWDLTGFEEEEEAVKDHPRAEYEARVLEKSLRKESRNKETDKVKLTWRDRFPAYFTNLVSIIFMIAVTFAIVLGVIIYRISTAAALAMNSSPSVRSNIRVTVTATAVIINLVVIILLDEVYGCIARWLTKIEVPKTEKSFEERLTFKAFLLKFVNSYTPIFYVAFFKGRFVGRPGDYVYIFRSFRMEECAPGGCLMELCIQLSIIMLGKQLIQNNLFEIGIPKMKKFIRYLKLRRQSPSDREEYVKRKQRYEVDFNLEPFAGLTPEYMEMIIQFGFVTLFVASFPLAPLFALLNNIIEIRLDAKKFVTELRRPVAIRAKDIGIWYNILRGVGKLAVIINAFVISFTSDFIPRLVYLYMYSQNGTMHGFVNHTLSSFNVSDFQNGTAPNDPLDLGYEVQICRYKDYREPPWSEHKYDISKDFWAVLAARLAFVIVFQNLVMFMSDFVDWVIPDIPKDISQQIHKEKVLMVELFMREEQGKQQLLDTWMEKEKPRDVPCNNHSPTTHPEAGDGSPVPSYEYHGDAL
TMEM16A act = activators or potentiators of mouse TMEM16A chloride channel | Q8BHY3 | HEK293 TMEM16A/YFP-H148Q/I152L, iodide quench fluorescence; active compounds read low | B-score at 10 µM | actives 0.3% (n = 340,000) | AID 623877;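 active = fluorescence-ratio B-score plate-corrected deviation score at least 3 library SD below zero, with starting fluorescence score within 5 deviations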;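 note: channel opened by trigger with iodide after compound preincubation; score built on the fluorescence ratio of max minus min over baseline; more negative score means more quench and so TMEM16A activation or potentiation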
* = called active by the depositor.

For O=C(c1ccc(-n2cnnn2)cc1)N1CCCCC1 the results were MrgX1 antagonist inactive, HDAC3 inh -1, MrgX1 agonist inactive, RGS4 pot inactive, SKKanGAS inh 0, RGS4 inh inactive, MrgX1 PAM inactive, TRPC6 inh inactive, TRPC6 activator inactive, ANO1 block inactive and TMEM16A act inactive.
`Nc1nonc1-n1nnc(C(=O)N/N=C/c2cccnc2)c1-c1cccs1` gave MrgX1 antagonist inactive, HDAC3 inh 2, MrgX1 agonist inactive, RGS4 pot inactive, SKKanGAS inh -3, RGS4 inh inactive, MrgX1 PAM inactive, TRPC6 inh inactive, TRPC6 activator inactive, ANO1 block inactive and TMEM16A act inactive.
For O=C(NCCN1CCCC1)c1ccc(CS(=O)(=O)c2c(Cl)cccc2Cl)o1 the results were MrgX1 antagonist inactive, HDAC3 inh 8, MrgX1 agonist inactive, RGS4 pot inactive, SKKanGAS inh 2, RGS4 inh inactive, MrgX1 PAM inactive, TRPC6 inh inactive, TRPC6 activator inactive, ANO1 block inactive and TMEM16A act inactive.
`Cc1ccc(C(C(=O)NC2CCCCC2)N(C(=O)c2csnn2)C2CC2)cc1` (centres undefined) gave MrgX1 antagonist inactive, HDAC3 inh 1, MrgX1 agonist inactive, RGS4 pot inactive, SKKanGAS inh 12, RGS4 inh inactive, MrgX1 PAM inactive, TRPC6 inh inactive, TRPC6 activator inactive, ANO1 block inactive and TMEM16A act inactive.
`Cc1c(C(=O)Nc2ccccc2C(=O)N2CCCC2)cccc1[N+](=O)[O-]` gave MrgX1 antagonist inactive, HDAC3 inh 0, MrgX1 agonist inactive, RGS4 pot inactive, SKKanGAS inh -3, RGS4 inh inactive, MrgX1 PAM inactive, TRPC6 inh inactive, TRPC6 activator inactive, ANO1 block inactive and TMEM16A act inactive.
COc1cc(OC)cc(C(=O)Nc2ccccc2C(=O)N2CCCC2)c1 was read as MrgX1 antagonist inactive, HDAC3 inh -1, MrgX1 agonist inactive, RGS4 pot inactive, SKKanGAS inh -6, RGS4 inh inactive, MrgX1 PAM inactive, TRPC6 inh inactive, TRPC6 activator inactive, ANO1 block inactive and TMEM16A act inactive.
For COC(=O)c1ccc(CN(c2ccccn2)S(=O)(=O)c2ccccc2)cc1 the results were MrgX1 antagonist inactive, HDAC3 inh 0, MrgX1 agonist inactive, RGS4 pot inactive, SKKanGAS inh -3, RGS4 inh inactive, MrgX1 PAM inactive, TRPC6 inh inactive, TRPC6 activator inactive, ANO1 block inactive and TMEM16A act inactive.
CCO[C@H]1OC(C(=O)N2CCN(Cc3ccccc3)CC2)=C[C@@H](c2ccccc2)[C@@H]1CCCO was read as MrgX1 antagonist inactive, HDAC3 inh 12, MrgX1 agonist inactive, RGS4 pot inactive, SKKanGAS inh -2, RGS4 inh inactive, MrgX1 PAM inactive, TRPC6 inh inactive, TRPC6 activator inactive, ANO1 block inactive and TMEM16A act inactive.
S=C(Nc1ccccn1)NC1CCCCC1 was read as MrgX1 antagonist inactive, HDAC3 inh -1, MrgX1 agonist inactive, RGS4 pot inactive, SKKanGAS inh 38, RGS4 inh inactive, MrgX1 PAM inactive, TRPC6 inh inactive, TRPC6 activator inactive, ANO1 block inactive and TMEM16A act inactive.
Screening O=C(CCSc1ccccn1)c1ccccc1 returned MrgX1 antagonist inactive, HDAC3 inh 6, MrgX1 agonist inactive, RGS4 pot inactive, SKKanGAS inh -1, RGS4 inh 5.7*, MrgX1 PAM inactive, TRPC6 inh inactive, TRPC6 activator inactive, ANO1 block inactive and TMEM16A act inactive.
`Cn1c(-c2ccccc2)cnc1SCC(=O)N1CCCc2ccccc21` gave MrgX1 antagonist inactive, HDAC3 inh 2, MrgX1 agonist inactive, RGS4 pot inactive, SKKanGAS inh -20, RGS4 inh inactive, MrgX1 PAM inactive, TRPC6 inh inactive, TRPC6 activator inactive, ANO1 block inactive and TMEM16A act inactive.
Screening CC(C)CNS(=O)(=O)c1ccc(CCC(=O)NC2CCCCC2)cc1 returned MrgX1 antagonist inactive, HDAC3 inh -4, MrgX1 agonist inactive, RGS4 pot inactive, SKKanGAS inh -3, RGS4 inh inactive, MrgX1 PAM inactive, TRPC6 inh inactive, TRPC6 activator inactive, ANO1 block inactive and TMEM16A act inactive.
O=C(CCl)N1CCCC1c1ccc2c(c1)OCCO2 (centres undefined) was read as MrgX1 antagonist inactive, HDAC3 inh -6, MrgX1 agonist inactive, RGS4 pot inactive, SKKanGAS inh 6, RGS4 inh inactive, MrgX1 PAM inactive, TRPC6 inh inactive, TRPC6 activator inactive, ANO1 block inactive and TMEM16A act inactive.
`Nc1ncnc(NCc2ccc(F)cc2)c1[N+](=O)[O-]` gave MrgX1 antagonist inactive, HDAC3 inh inconclusive, MrgX1 agonist inactive, RGS4 pot inactive, SKKanGAS inh -3, RGS4 inh inactive, MrgX1 PAM inactive, TRPC6 inh inactive, TRPC6 activator inactive, ANO1 block inactive and TMEM16A act inactive.
Screening COCCn1c(SCC(=O)N2CCCC2)nnc1-c1ccoc1C returned MrgX1 antagonist inactive, HDAC3 inh 1, MrgX1 agonist inactive, RGS4 pot inactive, SKKanGAS inh -3, RGS4 inh inactive, MrgX1 PAM inactive, TRPC6 inh inactive, TRPC6 activator inactive, ANO1 block inactive and TMEM16A act inactive.
For CSc1nnc2n(-c3ccc(C)cc3)c(=O)c3c4c(sc3n12)COC(C(C)C)C4 (centres undefined) the results were MrgX1 antagonist inactive, HDAC3 inh 1, MrgX1 agonist inactive, RGS4 pot inactive, SKKanGAS inh -6, RGS4 inh inactive, MrgX1 PAM inactive, TRPC6 inh inactive, TRPC6 activator inactive, ANO1 block inactive and TMEM16A act inactive.
Screening COc1ccccc1CC(=O)NC1CCCCCC1 returned MrgX1 antagonist inactive, HDAC3 inh 1, MrgX1 agonist inactive, RGS4 pot inactive, SKKanGAS inh 6, RGS4 inh inactive, MrgX1 PAM inactive, TRPC6 inh inactive, TRPC6 activator inactive, ANO1 block inactive and TMEM16A act inactive.
Cc1ccc(NC(=O)CSc2ncnc3ccccc23)cc1S(=O)(=O)N1CCOCC1 was read as MrgX1 antagonist inactive, HDAC3 inh 4, MrgX1 agonist inactive, RGS4 pot inactive, SKKanGAS inh -1, RGS4 inh inactive, MrgX1 PAM inactive, TRPC6 inh inactive, TRPC6 activator inactive, ANO1 block 25* and TMEM16A act inactive.
COc1ccc(C(=O)Nc2ncc3c(n2)CC(c2ccco2)CC3=O)cc1 (centres undefined) was read as MrgX1 antagonist inactive, HDAC3 inh -3, MrgX1 agonist inactive, RGS4 pot inactive, SKKanGAS inh -12, RGS4 inh inactive, MrgX1 PAM inactive, TRPC6 inh inactive, TRPC6 activator inactive, ANO1 block inactive and TMEM16A act inactive.
Screening CCC1(C)Cc2c(C#N)c(N)n(-c3ccccc3)c(=S)c2CO1 (centres undefined) returned MrgX1 antagonist inactive, HDAC3 inh -4, MrgX1 agonist inactive, RGS4 pot inactive, SKKanGAS inh -15, RGS4 inh inactive, MrgX1 PAM inactive, TRPC6 inh inactive, TRPC6 activator inactive, ANO1 block inactive and TMEM16A act inactive.
COc1ccccc1-n1c(SCC(=O)Nc2cccc3ccccc23)nc(O)cc1=O was read as MrgX1 antagonist inactive, HDAC3 inh -9, MrgX1 agonist inactive, RGS4 pot inactive, SKKanGAS inh 40, RGS4 inh inactive, MrgX1 PAM inactive, TRPC6 inh inactive, TRPC6 activator inactive, ANO1 block inactive and TMEM16A act inactive.
For CN1CCC(CO)(Cc2ccccc2)CC1 the results were MrgX1 antagonist inactive, HDAC3 inh 3, MrgX1 agonist inactive, RGS4 pot inactive, SKKanGAS inh -9, RGS4 inh inactive, MrgX1 PAM inactive, TRPC6 inh inactive, TRPC6 activator inactive, ANO1 block inactive and TMEM16A act inactive.
CCc1ccc(N(CC(=O)N2CCN(Cc3ccccc3)CC2)S(C)(=O)=O)cc1 was read as MrgX1 antagonist inactive, HDAC3 inh 7, MrgX1 agonist inactive, RGS4 pot inactive, SKKanGAS inh -2, RGS4 inh inactive, MrgX1 PAM inactive, TRPC6 inh inactive, TRPC6 activator inactive, ANO1 block inactive and TMEM16A act inactive.
CN(Cc1ccccc1)c1nc(N)c([N+](=O)[O-])c(Nc2cccc(F)c2)n1 was read as MrgX1 antagonist inactive, HDAC3 inh 1, MrgX1 agonist inactive, RGS4 pot inactive, SKKanGAS inh 15, RGS4 inh inactive, MrgX1 PAM inactive, TRPC6 inh inactive, TRPC6 activator inactive, ANO1 block inactive and TMEM16A act inactive.
For COC(=O)NCC(c1cccnc1)N1CCN(c2ccccc2OC)CC1 (centres undefined) the results were MrgX1 antagonist inactive, HDAC3 inh 8, MrgX1 agonist inactive, RGS4 pot inactive, SKKanGAS inh -1, RGS4 inh inactive, MrgX1 PAM inactive, TRPC6 inh inactive, TRPC6 activator inactive, ANO1 block inactive and TMEM16A act inactive.
Screening O=C(Cc1ccc(Br)cc1)N1CCN(c2ccccc2)CC1 returned MrgX1 antagonist inactive, HDAC3 inh -1, MrgX1 agonist inactive, RGS4 pot inactive, SKKanGAS inh 11, RGS4 inh inactive, MrgX1 PAM inactive, TRPC6 inh inactive, TRPC6 activator inactive, ANO1 block inactive and TMEM16A act inactive.
`Cc1cccc2nc(-c3ccco3)c(Nc3ccc4c(c3)OCO4)n12` gave MrgX1 antagonist inactive, HDAC3 inh -1, MrgX1 agonist inactive, RGS4 pot inactive, SKKanGAS inh 16, RGS4 inh inactive, MrgX1 PAM inactive, TRPC6 inh inactive, TRPC6 activator inactive, ANO1 block inactive and TMEM16A act inactive.
`COC(=O)C1C(=O)C2=C(CC1C)Nc1ccccc1NC2c1ccc(C)s1` (centres undefined) gave MrgX1 antagonist inactive, HDAC3 inh -6, MrgX1 agonist inactive, RGS4 pot inactive, SKKanGAS inh 5, RGS4 inh inactive, MrgX1 PAM inactive, TRPC6 inh inactive, TRPC6 activator inactive, ANO1 block inactive and TMEM16A act inactive.
O=C1CC(N2CCN(c3ccc(S(=O)(=O)N4CCOCC4)cc3)CC2)C(=O)N1Cc1ccccc1 (centres undefined) was read as MrgX1 antagonist inactive, HDAC3 inh 3, MrgX1 agonist inactive, RGS4 pot inactive, SKKanGAS inh -4, RGS4 inh inactive, MrgX1 PAM inactive, TRPC6 inh inactive, TRPC6 activator inactive, ANO1 block inactive and TMEM16A act inactive.
Screening Cc1nnsc1-c1c(C(=O)O)c(C)nn1-c1ccc(OC(F)(F)F)cc1 returned MrgX1 antagonist inactive, HDAC3 inh 1, MrgX1 agonist inactive, RGS4 pot inactive, SKKanGAS inh -16, RGS4 inh inactive, MrgX1 PAM inactive, TRPC6 inh inactive, TRPC6 activator inactive, ANO1 block inactive and TMEM16A act inactive.

Screening results as filed in PubChem.
